HBB splice mod: hemoglobin beta splicing modulation; AID 925; 0.06% of 65,000 active; Potency, µM (doses to about 46.1 µM), inactives show at the top dose activation, actives largely listed as activators; HBB splicing reporter cell assay, activation; EGFP reporter with mutant IVS2-654 intron; response scale: normalised to 500 nM splice-correcting PNA; further: potency means the concentration at half of the fitted maximal effect; 0% is about no effect
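HeLa cells stably expressing EGFP interrupted by mutant beta-globin intron 2 (IVS2-654), 500/well in 2% FCS. Treated with compound for 2 days at 37C. Splicing correction scored as total well GFP intensity (488 nm excitation, 500-520 nm emission); 500 nM antisense PNA served as control.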
DNA Pol III inh: DNA polymerase III holoenzyme inhibition. AID 603. Potency, µM (doses to about 57.1 µM), for the others: top-dose activity change, negative = inhibition. 0.25% of 71,000 active. reconstituted DNA polymerase III holoenzyme replication, biochemical; further: potency means the concentration at half of the fitted maximal effect; on the % scale 0 is the no-effect control and ±100 the full control effect
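Reconstituted *E. coli* holoenzyme (0.35 nM Pol III, 1 nM beta, 154 nM SSB, 2 nM primase) was preincubated with compound for 15 min at RT. Synthesis on 1.4 nM ssM13Gori ran 35 min, then was stopped with PicoGreen/EDTA and read as dsDNA fluorescence.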
Hsp90 Hop PPI: changes Hsp90-Hop TPR2A binding signal, up or down; 0.44% of 71,000 active; Potency, µM (titrated, usually from 57 µM), inactives show top-dose activity change, negative = inhibition; AlphaScreen TPR2A-His6 binding biotin-Hsp90 C-terminal peptide; active means well fitted curve in either direction with a large enough effect; inconclusive means small, poorly fitted or top-dose-only effect, or another doubt; further: potency means the concentration at half of the fitted maximal effect; on the % scale 0 is the no-effect control and ±100 the full control effect; many of its hits are not listed in these tables
TexasRed autofl: compound fluoresces in the Texas Red spectral region | 0.06% of 59,000 active | Compound fluorescence, Texas Red channel, 547/618 nm; hits give high values | max dye-equivalent concentration, M; in the data active means max dye-equivalent concentration above about 10 nM; inconclusive means between about 1.1 nM and that limit
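Spectral interference profiling: each compound concentration's relative fluorescence, read with a 547 nm excitation and 618 nm emission filter pair, was normalized to a per-plate Texas Red standard curve.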
HADH2 inh: blocks human hydroxyacyl-CoA dehydrogenase type II | Potency, µM (highest dose often 57.1 µM), for the others: at the top dose activity change, negative = inhibition, actives largely listed as inhibitors | recombinant HADH2, NADH fluorescence, beta-hydroxybutyryl-CoA | 3.4% of 73,000 active; further: potency means the concentration at half of the fitted maximal effect; on the % scale 0 is the no-effect control and ±100 the full control effect; nearly all actives have a fitted effect of over 60% in size; many of its hits are not listed in these tables
Target sequence (Q99714 whole entry, looked up, one chain of several): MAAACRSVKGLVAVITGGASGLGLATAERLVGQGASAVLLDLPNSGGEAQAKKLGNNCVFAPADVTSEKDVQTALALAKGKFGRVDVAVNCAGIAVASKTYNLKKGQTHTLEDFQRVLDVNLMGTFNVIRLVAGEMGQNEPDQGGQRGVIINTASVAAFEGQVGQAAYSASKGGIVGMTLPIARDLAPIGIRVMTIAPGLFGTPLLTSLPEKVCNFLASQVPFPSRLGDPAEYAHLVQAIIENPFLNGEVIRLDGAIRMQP
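Buffer 100 mM Tris-HCl pH 9.0/0.01% Tween-20; HADH2 20 nM; NAD+ 1 mM; beta-hydroxybutyryl-CoA 90 uM (all final). 15 min cpd preincubation, RT.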
ALOX15 inhib: inhibitors of human 15-lipoxygenase (ALOX15); 1.4% of 74,000 active; purified 15hLO-1, xylenol orange hydroperoxide absorbance; Potency, µM (top dose mostly 57.1 µM), for inactives: top-dose activity change, negative = inhibition, hits mostly inhibitors; P16050; AID 887; further: potency means the concentration at half of the fitted maximal effect; on the % scale 0 is the no-effect control and ±100 the full control effect; nearly all actives have a fitted effect of over 55% in size
Target sequence (P16050 whole entry, looked up): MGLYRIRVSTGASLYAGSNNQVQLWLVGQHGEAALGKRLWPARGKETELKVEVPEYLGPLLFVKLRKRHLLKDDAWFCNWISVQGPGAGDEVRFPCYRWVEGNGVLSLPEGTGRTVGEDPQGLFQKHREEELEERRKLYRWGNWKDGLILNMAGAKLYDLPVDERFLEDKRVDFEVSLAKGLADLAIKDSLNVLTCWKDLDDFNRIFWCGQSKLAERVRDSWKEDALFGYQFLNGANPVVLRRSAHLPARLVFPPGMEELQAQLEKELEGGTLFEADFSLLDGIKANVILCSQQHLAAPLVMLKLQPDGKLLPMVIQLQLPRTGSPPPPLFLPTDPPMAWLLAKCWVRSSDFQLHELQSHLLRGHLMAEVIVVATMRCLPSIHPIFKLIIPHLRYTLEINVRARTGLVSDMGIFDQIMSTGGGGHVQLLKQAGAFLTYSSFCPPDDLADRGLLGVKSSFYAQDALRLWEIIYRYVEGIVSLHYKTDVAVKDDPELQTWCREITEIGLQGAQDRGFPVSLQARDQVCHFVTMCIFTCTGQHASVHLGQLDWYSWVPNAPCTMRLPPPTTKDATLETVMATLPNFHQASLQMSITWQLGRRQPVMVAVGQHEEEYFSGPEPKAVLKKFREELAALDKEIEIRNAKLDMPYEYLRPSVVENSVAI
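Purified human 15hLO-1 (40 nM final) in 25 mM Hepes pH 7.5, 0.01% Triton X-100 was preincubated with compound 15 min at room temperature, then reacted 6 min with 50 uM arachidonic acid; hydroperoxide detected by Fe-XO, 573/405 nm absorbance ratio.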
CRE Fsk mod: CRE-bla signaling modulation under forskolin stimulation; Potency, µM (titrated, usually from 38.2 µM), inactives show top-dose activity change, negative = inhibition, actives largely listed as activators; CHO CRE-bla reporter (cAMP response element driving beta-lactamase), forskolin EC10, beta-lactamase ratio; AID 662; 2.5% of 71,000 active; active means well fitted activation curve with a large enough effect in the signal ratio, with a control signal flat, not every such curve was filed as active; inconclusive means small, poorly fitted or top-dose-only effect, or effect the other way, or a change in a side signal; the % refers to the signal ratio; further: potency means the concentration at half of the fitted maximal effect; % of control where 0% means no effect
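Reporter-gene assay: CHO cells with beta-lactamase behind cAMP responsive elements, co-treated with compound and EC10 NKH 477 for 3 hours at 37 degrees Celsius. Activity came from the 460/530 nm CCF4 emission ratio.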
FLuc inh: blocks Photinus pyralis firefly luciferase activity; P08659; purified firefly luciferase, luminescence, 8 min; Potency, µM (titrated, usually from 57.1 µM), without a hit: at the top dose activity change, negative = inhibition, hits mostly inhibitors; 2.2% of 72,000 active; AID 411; further: potency means the concentration at half of the fitted maximal effect; on the % scale 0 is the no-effect control and ±100 the full control effect; nearly all actives have a fitted effect of over 40% in size
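Compounds were tested as concentration series (qHTS) against purified P. pyralis luciferase with luciferin and 10 uM ATP in 50 mM imidazole pH 7.2, 50 mM KCl, 7 mM MgCl2, 0.01% Tween 20, 0.05% BSA. Luminescence was read after 8 min at ambient temperature.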
Tau fil binding: binders of human tau filaments | recombinant tau filaments, thioflavin S fluorescence, 15 h; filaments grown with octadecylsulfate alongside compound | Potency, µM (top dose mostly 57.1 µM), inactives show top-dose activity change, negative = inhibition | 2% of 71,000 active | AID 596;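 further: potency means the concentration at half of the fitted maximal effect; on the % scale 0 is the no-effect control and ±100 the full control effect; actives lower thioflavin S fluorescence by blocking filaments or displacing dye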
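Read-out: ThS fluorescence, 450 nm excitation/510 nm emission; lower signal marks blocked filament formation or displaced dye. Tau at 1 uM with 30 uM ODS, 10 uM ThS, 5 mM DTT, 100 mM NaCl, 10 mM HEPES pH 7.4; 15 h, 37 C.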
ERK AVP inh: inhibitors of vasopressin-stimulated ERK signaling pathway. HEK293-V1b, vasopressin-stimulated pERK AlphaScreen. Potency, µM (highest dose often 57.5 µM), without a hit: at the top dose activity, negative = inhibition, usual class: inhibitors. 0.99% of 72,000 active. AID 995; further: potency means the concentration at half of the fitted maximal effect; on the % scale 0 is the no-effect control and ±100 the full control effect; nearly all actives have a fitted effect of over 55% in size
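HEK293 cells stably expressing V1b receptor, preincubated 30 min at 37 °C with compound, then stimulated 5 min with 25 nM vasopressin. Phospho-ERK by AlphaScreen SureFire after 5 h RT; normalized to DMSO and vasopressin; AC50 by Hill fit.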
Rhodamine autofl: rhodamine region autofluorescence; 0.05% of 59,000 active; Rhodamine-region fluorescence, 547/598 nm, Tris buffer; hits give high values; max dye-equivalent concentration, M; in the data active means max dye-equivalent concentration above about 11 nM; inconclusive means between about 1.1 nM and that limit
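Intensities are converted to rhodamine-equivalent concentration using a six-point rhodamine standard on each plate. Compounds sit 15 min at room temperature in 100 mM Tris buffer, pH 8.0; read uses the 547/598 nm excitation/emission pair.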
Numbers without * were called inactive; i = inactive; ? = inconclusive; · = not tested or not shown; [ ] = dose if it differs, or a comment. Unless noted, the call rests on the fitted dose curve; in most records, active means well fitted curve in the direction sought with a large enough effect; inconclusive means small, poorly fitted or top-dose-only effect, or another doubt; inactive means no such curve, though single readings can be large; an effect the other way counts as inactive or inconclusive. The list is partial; count on the stated rates, not on these rows.

Fields: HBB splice mod | DNA Pol III inh | Hsp90 Hop PPI | TexasRed autofl | HADH2 inh | ALOX15 inhib | CRE Fsk mod | FLuc inh | Tau fil binding | ERK AVP inh | Rhodamine autofl
O=C(OCCN1CCCCC1)c1ccccc1Cl
  -0.1%[57.5 µM] | -5.9% | -1.0% | i | -0.8% | -0.4% | -4.5% | -3.5% | -2.7% | -19.1% | i
Cc1ccc(Cn2nnc(C(=O)Nc3cccc(C)c3C)c2N)cc1
  -1.5% | -3.2% | -11.5% | i | -7.8% | -11.8% | -12.7% | -3.8% | -6.9% | 14.4% | i
O=C(CSc1nnc2scc(-c3ccccc3)n12)NCc1ccco1
  -0.2% | 0.1% | -7.9% | i | 3.4% | 13.5% | 21.7% | 1.1% | 9.7% | 23.7% | i
CC1CCN(S(=O)(=O)c2ccc(NC(=O)c3cccs3)cc2)CC1
  -0.2%[0.0738 µM] | -7.1%[11.4 µM] | 3.5%[11 µM] | · | 75.7%[activator][11.4 µM] | -16.0%[11.4 µM] | 19.6%[7.6 µM] | 0.2% | 19.2%[11.4 µM] | -11.2% | ·
CC(C)C(NC(=O)CC12CC3CC(CC(C3)C1)C2)C(=O)O (stereo not given)
  -0.7% | 0.2% | -4.1% | i | 1.4% | -0.5% | 7.1% | 1.9% | 0.0% | 4.0% | i
O=C(NCCC1=CCCCC1)C1CCCN(S(=O)(=O)c2ccccc2)C1 (stereo not given)
  -1.2% | -2.0% | -1.4% | i | -0.8% | -0.8% | -9.2% | 0.6% | -1.6% | -6.0% | i
COC(=O)[C@@]1(Cc2ccc(F)cc2)[C@H]2c3cc(C(=O)N(C)C)n(CCCNc4ccc(C(F)(F)F)cc4Cl)c3C[C@H]2CN1C(=O)c1ccccc1
  -0.4% | -16.0% | -3.8% | · | 12.8% | · | -4.2% | · | 1.7% | -6.6% | ·
COc1ccccc1Nc1nc(N)nc(CN2CCN(c3ccccc3F)CC2)n1
  -1.6%[57.5 µM] | 2.4% | ? | ? | 18.7% | 18.9% | ? | 0.3% | -9.8% | -6.4% | i
CCCCN(CC)CCNc1c(N2CCN(C(=O)OCC)CC2)c(=O)c1=O
  -0.5% | -7.3% | 1.3% | i | 1.7% | -4.2% | -2.7% | 6.7% | 10.1% | 6.7% | i
c1ccc(Nc2n[nH]nc2-c2ccccc2)cc1
  0.4% | -5.3% | -2.1% | · | 2.2% | -6.5% | 14.5% | -0.7% | -7.5% | -6.7% | ·
Cc1ccc(C(=O)CSc2nc3ccccc3c(=O)n2N)o1
  -0.7% | -1.7% | -6.2% | i | -7.4% | 5.2% | ? | -6.2% | 8.1% | ? | i
COc1ccc(C)cc1S(=O)(=O)N(C)CC(=O)Nc1ccc2c(c1)OCO2
  -1.7% | -2.7% | -6.4% | i | 4.7% | 2.9% | -13.9% | -1.4% | -13.9% | -26.1% | i
Cc1ccc(S(=O)(=O)Cc2ccc(C(=O)N3CCCCCC3)o2)cc1
  -0.9% | -5.3% | -3.5%[2.3 µM] | · | -8.6% | -2.7% | 2.3% | 1.4% | 7.7% | -21.8% | ·
CCOc1ccc(N2C(=O)c3ccccc3C2O)cc1 (stereo not given)
  -0.8% | -2.2% | -2.5%[2.3 µM] | · | 7.6% | -11.4% | ? | ? | 22.0% | -21.0% | ·
CCCn1nnc(NC(=O)c2cc3ccccc3o2)n1
  -0.6% | -8.2% | -1.6% | i | 7.9% | 3.1% | -3.1% | -21.1% | -3.1% | -8.4% | i
CC1=C(C(=O)NCCN2CCN(C)CC2)C2(CCC(C)CC2)OC1=O (stereo not given)
  -0.4% | -7.1% | -4.8% | i | 3.6% | 2.5% | 1.1% | 0.8% | 9.6% | -3.4% | i
O=C(NCc1cccs1)c1ccc(Cl)s1
  -0.5% | 0.0% | -1.4% | i | -15.7% | -3.7% | 2.6% | 3.7% | -5.5% | -3.1% | i
COc1cc(CNc2ccc3[nH]c(=O)[nH]c3c2)ccc1OCC(=O)NC(C)(C)C
  · | -17.4% | -10.5% | i | -6.3% | 25.1µM* | 6.8% | -3.5% | 12.6µM* | ? | i
S=C(NC1CCCCC1)NC1CCCCC1
  -0.8% | 7.5% | ? | · | -13.6% | -16.8% | 0.6% | · | 11.0% | 21.2% | ·
CCOC(=O)N1CCC(NC(=O)c2sc(-n3cccc3)nc2C)CC1
  -0.2% | 2.9% | 0.7% | i | 6.1% | 7.7% | -2.1% | 1.0% | 3.2% | -13.2% | i
CCC1S/C(=C(\C#N)C(=O)NCc2ccco2)N(c2ccc(Br)cc2)C1=O (stereo not given)
  -0.9%[0.369 µM] | -5.2% | -7.2% | ? | ? | 3.4% | -25.0% | 0.3% | 17.2% | -22.2% | i
COc1cc(NC(=O)C2CCN(S(=O)(=O)c3cccc4nonc34)CC2)cc(OC)c1
  -5.1% | -2.0% | -4.8% | ? | 6.1% | -9.3% | ? | -0.4% | -18.7% | -29.7% | i
CN(C)c1ccccc1CN1CCCN(Cc2ccccc2N(C)C)C1c1ccncc1
  -0.1%[9.22 µM] | 2.0%[11.4 µM] | -1.9%[11 µM] | i | 8.2%[11.4 µM] | 11.8%[11.4 µM] | -7.2%[7.6 µM] | 2.2%[11.4 µM] | -13.5%[11.4 µM] | -1.8%[11.5 µM] | i
Cc1cccc(C)c1NC(=O)CCCSc1nnnn1C
  -0.9% | -4.8% | -1.3% | i | -7.4% | 8.9% | -7.1% | 1.2% | -10.5% | 9.9% | i
COCCn1c(Sc2nc(C)cs2)nc2c1c(=O)[nH]c(=O)n2C
  3.5%[0.369 µM] | 3.0% | 0.6% | i | 4.1% | 4.3% | 20.6% | -1.1% | -3.1% | -3.1% | i
Cc1nnc(SCC(=O)Nc2sccc2C(N)=O)n1Cc1ccccc1
  -0.3% | -0.9% | ? | i | -8.9% | 11.8% | ? | 0.0% | -8.6% | 13.6% | i
CC(=O)Nc1ccc(S(=O)(=O)Nc2cc(C)c(-n3nc4ccccc4n3)cc2O)cc1
  0.4% | -1.3% | -3.8% | ? | 10.4% | 3.3% | ? | 1.2% | i | -12.6% | i
CCOc1ccc(N(CC(=O)Nc2ccc(C)c(C)c2)S(=O)(=O)c2c(C)noc2C)cc1
  -1.3% | 0.2% | 12.6% | · | 10.6% | -8.4% | ? | -0.2% | 6.0% | -3.8% | ·
CCCCCc1nnc(NC(=O)OCCC)s1
  -2.1% | -5.1% | -3.5% | · | 1.1% | -0.1% | 6.9% | -1.8% | 7.3% | -23.2% | ·
O=C(CSc1nnnn1C1CCCC1)Nc1cccc(NC(=O)c2ccco2)c1
  · | -5.2% | -1.4% | i | -3.8% | 1.1% | -1.5% | -6.7% | -1.4% | -21.8% | i
O=C(Nc1ccccc1)c1ccc(S(=O)(=O)N(CCO)CCO)cc1
  -0.9% | -7.0% | 1.0% | i | 3.6% | 3.0% | 0.4% | -0.6% | -2.0% | -12.3% | i

Complete entries, quoted from the list.
S=C(NC1CCCCC1)NC1CCCCC1 is entered as HBB splice mod: -0.8%; DNA Pol III inh: 7.5%; Hsp90 Hop PPI: ?; TexasRed autofl: ·; HADH2 inh: -13.6%; ALOX15 inhib: -16.8%; CRE Fsk mod: 0.6%; FLuc inh: ·; Tau fil binding: 11.0%; ERK AVP inh: 21.2%; Rhodamine autofl: ·
CCOC(=O)N1CCC(NC(=O)c2sc(-n3cccc3)nc2C)CC1 is entered as HBB splice mod: -0.2%; DNA Pol III inh: 2.9%; Hsp90 Hop PPI: 0.7%; TexasRed autofl: i; HADH2 inh: 6.1%; ALOX15 inhib: 7.7%; CRE Fsk mod: -2.1%; FLuc inh: 1.0%; Tau fil binding: 3.2%; ERK AVP inh: -13.2%; Rhodamine autofl: i
